All columns: NCI-60 one-dose screen, growth in % after 48 h at 10 µM unless noted; 100 = growth as untreated, 0 = no growth, -100 = all killed.
NCI/ADR-RES: NCI/ADR-RES ovarian cells | 81,000 compounds, 4.4% hits | AID 1794790
HCT-15: HCT-15 colon cancer. AID 1794746. 82,000 compounds, 5.2% hits
COLO 205: COLO 205 colon cancer | 79,000 compounds, 7.3% hits
NCI-H322M: NCI-H322M lung cancer. 80,000 compounds, 2.7% hits
NCI-H460: NCI-H460 lung cancer. 82,000 compounds, 6.8% hits. AID 1794736
NCI-H226: NCI-H226 lung cancer. 79,000 compounds, 3.5% hits. AID 1794732
NCI-H522: NCI-H522 lung cancer | 78,000 compounds, 8% hits | AID 1794739
NCI-H23: NCI-H23 lung cancer; 80,000 compounds, 4% hits
HCT-116: HCT-116 colon cancer; 82,000 compounds, 7.3% hits
Starred values were filed as active, the others as inactive; . = not tested or not shown; & = joins results of further samples; [ ] = dose if it differs, or a comment. Rule for the calls: active = growth percent below 10; inactive = the rest. This is a random part of the collection (roughly 13% active in at least one column).

SMILES	NCI/ADR-RES	HCT-15	COLO 205	NCI-H322M	NCI-H460	NCI-H226	NCI-H522	NCI-H23	HCT-116
CC(C)(C)C(=O)Nc1cc(NC(=O)C(C)(C)C)cc(C(=O)Nc2ccccc2)c1	107	104	115	107	109	107	93	107	95
CCCn1c(N)c(C(=O)N/N=C(/C)c2cc3cccc(OC)c3o2)sc1=S	74	76	51	86	39	97	55	91	35
N#Cc1cn(-c2ccccc2)c(=O)[nH]c1=O	103	101	108	111	110	90	95	95	96
CCOC(=O)C1C(=O)Nc2nc3ccccc3n2C1c1ccco1 (stereo not given)	102	91	113	100	112	93	88	100	96
CC(=O)Nc1c(Cl)cc2c(c1Cl)Cc1cc([N+](=O)[O-])ccc1-2	95	101	103	95	81	85	.	88	73
Cn1c(Cl)cc2c1-c1oncc1CC2	102	108	118	101	101	103	102	104	103
COc1ccc2cc(-c3cc(OC)c(OC)c(OC)c3)c(=O)oc2c1	49	50	83	103	84	78	48	80	47
CCOC(=O)C(C(=O)Cc1ccccc1)c1ccccc1 (stereo not given)	102&97	94&93	108&119	98&114	108&103	96&91	91&107	92&95	100&99
NS(=O)(=O)c1ccc(N=Nc2c(O)n(CC(=O)Nc3ccc(Cl)cc3)c3ccccc23)cc1	91	54	106	105	72	85	46	46	30
O=C(CNc1ccc(-c2nc3ccccc3s2)cc1)Nc1ccc(F)cc1	96	95	86	98	98	90	84	90	104
CN(C)c1ccc(C(=O)Nc2nccs2)cc1	90	89	119	99	106	75	76	86	99
CC1OC(OC2C(Oc3cc(O)c4c(c3)O[C@H](c3ccc(O)cc3)CC4=O)OC(CO)C(O)C2O)C(O)C(O)C1O (stereo not given in full)	97	103	103	101	109	105	97	94	94
COc1ccc(-c2cc(-c3cccc(Nc4ccnc5cc(Cl)ccc45)c3)nc3nc(N)[nH]c(=O)c23)cc1	104	109	120	102	110	92	102	100	101
CCCCN1C(=O)/C(=c2\sc3n(c2=O)C2C(NN=3)N(CC)C(=O)N2CC)c2ccccc21 (stereo not given)	-9.2*	8.3*	1.6*	53	3.0*	51	-15*	25	3.2*
Nc1cccc2ccc(O)cc12	97&98	107&95	106&105	91&94	99&110	98&75	95&74	90&92	96&95
O=C(O)Cc1cc2c(cc1Br)OCO2	104	100	113	103	97	100	76	105	101
CC(C)C(=O)Nc1ccc([N+](=O)[O-])c(C(F)(F)F)c1	96&86	100&94	117&94	113&104	109&84	83&73	79&79	94&89	93&95
CCOC(=O)C(C#N)C(=N)CC(=O)O (stereo not given)	99	108	107	96	104	96	.	89	101
N#Cc1ccc([N+](=O)[O-])cc1OCCN1CCCCC1	104	99	95	111	106	110	74	109	94
COc1ccc(NC2=C(C#N)C(=N)N3c4ccccc4Sc4ccccc4C3N2)cc1 (stereo not given)	90	88	97	105	83	98	81	79	79
Cc1cc2nnn(Cc3cccc(NC(=O)CCCC(=O)Nc4cccc(Cn5nnc6cc(C)c(C)cc65)c4)c3)c2cc1C	84	95	105	104	101	79	63	76	89
Cc1sc2c(c1C)c(=O)nc1c(-c3nc(-c4ccccc4Cl)no3)n[nH]n12	111	101	118	112	108	108	100	.	110
CC/C=C(\CCC)C(C)(C#N)C(=O)OCC (stereo not given)	115	106	113	109	108	102	.	116	129
O=c1nc(-c2ccccc2)c2cc(-c3ccc(C(F)(F)F)nc3)ccc2[nH]1	98	98	105	93	106	100	85	90	92
CCN(CC)CCCNCc1cc(-c2ccccc2)nc2cc(Cl)ccc12	23	12	51	75	43	140	44	69	-16*
CC1(C)CC(=O)c2cccnc2O1	107	106	113	109	119	113	97	102	115
N#CCNC=O	112	106	120	103	111	100	94	99	105
N[C@@H]1CONC1=O	111	112	117	113	130	98	105	107	110
CCOC(=O)C1=C(C)NC(=O)NC1c1cc(=O)oc2ccc(C)cc12 (stereo not given)	102	104	105	99	108	93	81	97	100
CC(=O)OC[C@H]1OC(O)C=C[C@@H]1OC(C)=O (stereo not given in full)	109	102	118	98	102	93	102	109	103
CCN(CC)C1C2=C(CCCC2)OS(=O)(=O)C1c1ccccc1 (stereo not given)	101[100 µM]	103[100 µM]	122[100 µM]	101[100 µM]	106[100 µM]	88[100 µM]	96[100 µM]	98[100 µM]	93[100 µM]
Cc1ccc(-c2c3c(nc4c2c(C)nn4-c2ccccc2)NC(c2ccc4c(c2)OCO4)NC3)cc1 (stereo not given)	100	106	106	105	107	93	83	97	89
CC(Cl)C(O)C#N (stereo not given)	99	100	117	101	102	93	99	97	107
NC(=S)N/N=C\c1nccc2c(C(F)(F)F)cccc12	0.7*	29	18	4.1*	0.1*	-0.1*	-31*	13	9.3*
NC(=O)NC(=O)c1nc2ccccc2[nH]c1=O	103	100	109	107	105	93	87	101	95
CC(=O)C1=C(O)C=C2Oc3c(C(=O)/C=C/c4ccccc4)c(O)c(C)c(O)c3[C@]2(C)C1=O	17	25	40	31	41	54	22	42	31
CCCn1c(=N)c(C(=O)NC2CCCCC2)cc2c(=O)n3cccc(C)c3nc21	92	104	98	107	87	.	96	100	95
COc1ccc(Nc2nn3c(-c4ccccc4)cc(-c4ccccc4)nc3c2C(N)=O)c(OC)c1	30	71	53	61	20	46	35	34	22
CCCn1nc(C(=O)N(C)C)c2c1CCC(NCc1ccc(F)cc1)C2 (stereo not given)	104	105	110	105	114	101	101	98	104
CC(=O)O[C@]1(C(C)=O)CC[C@H]2[C@@H]3C[C@H](C(F)(F)F)C4=CC(=O)CC[C@]4(C)[C@H]3CC[C@@]21C	87	96	116	109	97	95	84	101	74
C(=N\Nc1nc(-c2ccccc2)cs1)/c1ccc2c(c1)Cc1ccccc1-2	104	105	112	106	107	90	103	94	93
CCCC(NC(=O)C(C)N)C(=O)O (stereo not given)	107	111	123	116	107	99	100	107	110
COc1cc(OC)c(/C=C/S(=O)(=O)Cc2ccc(OC)c(NC(=O)CCC(=O)NO)c2)c(OC)c1	10	8.6*	-54*	48	6.9*	27	-6.5*	17	3.5*
Nc1ccc([N+](=O)[O-])cc1S(=O)(=O)O	101	110	109	107	111	101	92	102	101
O=C1c2ccccc2C(=O)c2c(OCCN3CCCCC3)cccc21	92	90	69	.	98	87	80	83	49
Nc1nc(N)c(Br)c(Nc2ccc(Cl)c(Cl)c2)n1	97	95	85	86	110	91	86	98	84
Cc1cc(=O)[nH]c(=O)n1Cc1cn(-c2cc3ccccc3oc2=O)nn1	102	105	109	101	98	99	92	94	98
C=C(C)CN	101	102	115	120	123	112	83	99	94
Cc1nnc2c3nnc(-c4ccccc4C(=O)O)n3c3ccccc3n12	110	99	109	100	100	94	103	111	111
CCOC(=O)c1ccc(NC(=O)CSc2nnc(Cc3ccccc3Nc3c(Cl)cccc3Cl)n2CC)cc1	99	101	111	99	102	92	84	94	102
New compounds follow:
SMILES	NCI/ADR-RES	HCT-15	COLO 205	NCI-H322M	NCI-H460	NCI-H226	NCI-H522	NCI-H23	HCT-116
Fc1ccc(-c2nc(-c3ccc(-c4nc5ccccc5[nH]4)cc3)no2)cc1	99	97	102	96	104	94	.	102	101
COc1ccc(C(c2ccccc2OC)C(Cl)(Cl)Cl)cc1 (stereo not given)	101	85	105	109	99	90	90	93	80
Clc1ccc2nnc3c4cccnc4[nH]c3c2c1	103	96	120	119	99	116	.	104	95
O=C(CN1C(=O)c2ccccc2C1=O)NCC(=O)Nc1ccccc1	116	112	112	92	106	101	107	104	106
ClC(=Nc1ccccc1)c1ccccc1	111	99	119	94	104	95	110	109	109
Cc1ccc2oc(=O)cc(CSc3nc4ccccc4[nH]3)c2c1	96	94	114	98	100	98	89	94	112
COCCOc1ccc2ncc(C#Cc3cncc(C(=O)Nc4ccc(CN5CCN(C)CC5)c(C(F)(F)F)c4)c3)n2n1	3.8*	0.1*	-33*	19	0.6*	-13*	-56*	-49*	-87*
CCOC(=O)C1=C(c2ccccc2)N=C2N(c3ccccc3)N=C(C(C)=O)N2C1c1ccc(F)cc1 (stereo not given)	109	91	113	99	100	98	97	105	98
Cc1ccc(N)cc1F	94	92	168	101	108	101	89	95	87
N#Cc1c(-c2ccccc2Cl)c(C#N)c(=O)n(-c2cccc(C(F)(F)F)c2)c1N	101	98	104	97	104	106	83	92	89
Nc1c2c(nc3ccc(F)cc13)CC(c1ccccc1)CC2=O (stereo not given)	94	66	108	100	102	106	81	98	97
O=C(c1cc(=O)[nH]c(=O)[nH]1)N(CCO)CCO	112	112	105	110	128	99	95	107	107
COC(=O)c1sc(-c2ccccc2)cc1O	105	100	105	95	104	108	99	98	104
O=C(CCCN1CCOCC1)Nc1ccc(Cn2nnc3c2C(=O)c2nnn(Cc4ccc(NC(=O)CCCN5CCOCC5)cc4)c2C3=O)cc1	102	96	-71*	21	22	98	-35*	-6.9*	0.3*
CCCCCCCCC(=O)OCCCC(CCC(CCC1CCCO1)OC(=O)CCCCCCCC)OC(=O)CCCCCCCC (stereo not given)	103	103	111	102	111	104	71	104	92
Cc1ccc(-n2c(-c3cc(-c4ccncc4)n(-c4ccccc4)n3)n[nH]c2=S)cc1	107	103	112	94	112	103	81	102	103
COc1ccc(C(=O)N2NC(=O)/C(=C/c3c(C)nn(-c4ccccc4)c3Cl)N=C2c2ccccc2)cc1	92	69	113	92	92	84	82	95	84
CC(=O)OC(COc1ccc(Cl)cc1)COc1ccc(Cl)cc1	108	96	115	95	106	97	98	95	97
O=C(Nc1ccc(CN2CCc3nc4cc(O)c(O)cc4cc32)cc1)Nc1ccc(F)cc1F	98	110	104	87	103	80	105	91	94
C/C=C\C1OCC(CC)(CCCC)CO1 (stereo not given)	105	99	107	111	111	99	.	102	97
Nc1n[nH]c(CO)n1	98	99	126	115	103	108	116	96	100
CCn1ncc(N=O)c1N	106	109	114	96	117	80	91	102	99
Cc1[nH]ncc1[N+](=O)[O-]	101	97	105	97	96	91	115	92	102
c1ccc(Cn2nnc3c(Sc4nc5ccccc5o4)ncnc32)cc1	99	101	109	116	105	99	98	99	98
CC(C)[C@H](NC(=O)c1cc2ccccc2[nH]1)C(=O)Nc1nccs1	99	102	114	105	104	83	95	91	97
COc1ccc(C(=O)CSc2nc(-c3cc(OC)ccc3OC)cc(-c3ccc(Cl)cc3)c2C#N)cc1	78	63	65	68	25	-3.0*	28	44	30
c1nc2c([nH]1)CNCC2	87	101	103	99	99	91	101	83	.
O=C(CN1CCN(c2ncnc3c2cnn3-c2ccccc2)CC1)Nc1nncs1	-33*	-31*	-50*	85	-22*	44	-79*	-55*	8.2*
CC1SC(c2cccc(Oc3ccccc3)c2)N(CCc2cccs2)C1=O (stereo not given)	-28*	-16*	-60*	4.2*	-64*	.	-51*	-14*	-86*
O=C(O)CCCCCCNC(=O)c1nc(-c2ccccc2)n(-c2ccc(Cl)cc2)n1	97	102	113	112	109	94	81	93	102
Cc1cc(O)c(C(C)C)cc1C1(c2cc(C(C)C)c(O)cc2C)OS(=O)(=O)c2ccccc21	100	107	99	113	92	108	110	104	101
COc1ccc(-c2cc(-c3ccc(Cl)cc3)nc(SCCCCCC(=O)NO)n2)cc1	89	101	101	103	103	100	69	98	101
CCOC(=O)C(C(=O)OCC)c1cccc2ccccc12	102	100	110	98	111	93	85	98	103
COc1ccc(NC(=O)CSc2nnc(-c3ccc4nc(-c5ccccc5)[nH]c4c3)o2)cc1OC	104	102	102	103	103	96	88	95	102
COc1cc2ccc1NC(=O)N1CCN(CC1)C(=O)Nc1ccc(cc1OC)-c1ccc(c(OC)c1)NC(=O)N1CCN(CC1)C(=O)Nc1ccc-2cc1OC	101	102	113	.	104	101	93	99	103
CC(=O)OC/C=C/c1ccccc1	111	96	126	103	106	108	81	106	104
COc1ccc(Cn2c(C(N)=O)cc3c2-c2nc(NC4CCCCC4)ncc2CCC3)cc1	88	81	94	94	85	87	89	91	73
CCOC(=O)c1ccc(NC(=O)CSC(N)=O)cc1	99	99	98	112	101	116	73	96	88

Eleven entries already listed, ordered by molecular weight, largest number first:
SMILES	NCI/ADR-RES	HCT-15	COLO 205	NCI-H322M	NCI-H460	NCI-H226	NCI-H522	NCI-H23	HCT-116
NS(=O)(=O)c1ccc(N=Nc2c(O)n(CC(=O)Nc3ccc(Cl)cc3)c3ccccc23)cc1	91	54	106	105	72	85	46	46	30
CC(=O)O[C@]1(C(C)=O)CC[C@H]2[C@@H]3C[C@H](C(F)(F)F)C4=CC(=O)CC[C@]4(C)[C@H]3CC[C@@]21C	87	96	116	109	97	95	84	101	74
O=C(CN1CCN(c2ncnc3c2cnn3-c2ccccc2)CC1)Nc1nncs1	-33*	-31*	-50*	85	-22*	44	-79*	-55*	8.2*
CCN(CC)CCCNCc1cc(-c2ccccc2)nc2cc(Cl)ccc12	23	12	51	75	43	140	44	69	-16*
CC(=O)OC(COc1ccc(Cl)cc1)COc1ccc(Cl)cc1	108	96	115	95	106	97	98	95	97
CC(C)[C@H](NC(=O)c1cc2ccccc2[nH]1)C(=O)Nc1nccs1	99	102	114	105	104	83	95	91	97
O=C(CN1C(=O)c2ccccc2C1=O)NCC(=O)Nc1ccccc1	116	112	112	92	106	101	107	104	106
CCN(CC)C1C2=C(CCCC2)OS(=O)(=O)C1c1ccccc1 (stereo not given)	101[100 µM]	103[100 µM]	122[100 µM]	101[100 µM]	106[100 µM]	88[100 µM]	96[100 µM]	98[100 µM]	93[100 µM]
Nc1c2c(nc3ccc(F)cc13)CC(c1ccccc1)CC2=O (stereo not given)	94	66	108	100	102	106	81	98	97
CC(C)C(=O)Nc1ccc([N+](=O)[O-])c(C(F)(F)F)c1	96&86	100&94	117&94	113&104	109&84	83&73	79&79	94&89	93&95
N#Cc1ccc([N+](=O)[O-])cc1OCCN1CCCCC1	104	99	95	111	106	110	74	109	94

Source: PubChem
